M1 antag – blocks human M1 muscarinic receptor | CHO-K1 hM1, Fluo-8 calcium fluorescence, ACh EC80 antagonist | inhibition, % at 3 µM | 360,000 compounds, 1.3% hits;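 active means percent inhibition above its own plate's cutoff, namely the mean of that plate's compound wells plus 3 SD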;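 further: peak over basal fluorescence ratio during 140 s after agonist addition; 0% = ACh EC80 plus DMSO and 100% = DMSO alone without agonist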
Target sequence (P11229 whole entry, looked up): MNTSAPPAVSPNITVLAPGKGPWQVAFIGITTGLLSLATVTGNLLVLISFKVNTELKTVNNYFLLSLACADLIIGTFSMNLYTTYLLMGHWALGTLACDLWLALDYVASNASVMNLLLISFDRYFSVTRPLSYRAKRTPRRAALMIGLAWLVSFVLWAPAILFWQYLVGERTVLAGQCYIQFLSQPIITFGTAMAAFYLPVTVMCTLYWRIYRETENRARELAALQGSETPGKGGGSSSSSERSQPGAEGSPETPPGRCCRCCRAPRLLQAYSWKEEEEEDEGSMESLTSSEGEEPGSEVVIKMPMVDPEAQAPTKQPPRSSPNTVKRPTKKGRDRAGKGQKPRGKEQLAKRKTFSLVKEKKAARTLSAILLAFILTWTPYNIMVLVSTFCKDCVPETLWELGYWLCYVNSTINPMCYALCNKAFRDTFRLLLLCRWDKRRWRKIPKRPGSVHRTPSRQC
TAAR1 ag – agonists of human TAAR1. Q96RJ0. CHO RD-HGA16 TAAR1, Fluo-8 calcium fluorescence; vehicle wells 0%, saturating PEA agonist 100%. activation, % at 3 µM. 360,000 compounds, 0.99% hits;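 active means activation above the mean activation of all test compounds in the run plus 3 SD, cut at about 38% in these data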
Target sequence (Q96RJ0 whole entry, looked up): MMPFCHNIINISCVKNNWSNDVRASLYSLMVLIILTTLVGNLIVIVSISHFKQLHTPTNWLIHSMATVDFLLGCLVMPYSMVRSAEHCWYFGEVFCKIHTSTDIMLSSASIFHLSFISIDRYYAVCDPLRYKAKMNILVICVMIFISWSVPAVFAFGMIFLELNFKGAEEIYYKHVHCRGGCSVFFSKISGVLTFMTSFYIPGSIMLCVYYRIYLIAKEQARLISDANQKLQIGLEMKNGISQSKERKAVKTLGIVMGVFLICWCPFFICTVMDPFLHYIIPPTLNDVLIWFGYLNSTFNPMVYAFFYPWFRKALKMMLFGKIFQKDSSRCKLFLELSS
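Assay system – CHO-derived RD-HGA16 cells with stable Gα16 and human TAAR1 · Compound dosing – one-point dosing at 3 µM (nominal) · Incubation – 17-24 h seeding, 75 min 37 °C dye, 30 min RT · Measured by – kinetic Fluo-8 calcium fluorescence · Control set – DMSO vehicle as 0%, PEA at EC100 as 100% · Repeats – single well for each compound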
M1 PAM – positive allosteric modulators of human M1 muscarinic receptor. P11229. CHO-K1 hM1, Fluo-8 calcium fluorescence, ACh EC20; 0% = ACh EC20, 100% = maximal ACh. activation, % at 3 µM. 360,000 compounds, 0.088% hits; in the data active means activation above about 19%, passing the limit was not always enough
M1 PAM parental – nonselective activator or artifact in parental CHO-K1 calcium assay | ATP EC20, Fluo-8 calcium fluorescence; 0% at ATP EC20, 100% at ATP max | 360,000 compounds, 0.02% hits | activation, % at 3 µM | AID 602247;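 active means activation above the run cutoff, the mean activation of all test compounds plus 3 SD, cut at about 40% in these data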;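 further: peak over basal fluorescence ratio in a 140 s read after ATP addition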
CHO parental Ca – signal in parental CHO cells, OX1R antagonist counter-screen. parental CHO-K1, ATP-induced calcium, Fluo-8 fluorescence. inhibition, % at 5.6 µM. 330,000 compounds, 0.63% hits. AID 463079;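 active means inhibition above that plate's mean sample inhibition plus 3 SD, cut at about 26% in these data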;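 further: 0% = ATP-challenged DMSO wells and 100% = DMSO wells without ATP; some compounds past the cut are filed as inactive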
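Assay system: parental CHO cells; Read-out basis: percent inhibition of ATP-evoked calcium rise, normalized to controls; Benchmarks: ATP and no-ATP DMSO wells; Compound dosing: single nominal dose of 5.6 µM per compound; Signal: Fluo-8 calcium dye fluorescence; Also added: ATP as calcium-mobilizing challenge; Repeats: singlicate.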
TAAR1 antagonist – antagonists of human TAAR1; CHO RD-HGA16 TAAR1, Fluo-8 calcium fluorescence, antagonist; Q96RJ0; inhibition, % at 3 µM; 360,000 compounds, 1.5% hits;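 active means inhibition above a per-plate cutoff, the mean inhibition of test compounds on that plate plus 3 SD, cut at about 49% in these data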;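 further: 0% = DMSO plus EC80 beta-PEA response and 100% = DMSO alone without agonist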
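Test system: RD-HGA16 CHO cells with stable hTAAR1 and Gα16 / Probe or stimulus: EC80 β-phenethylamine stimulus / Times: seeding 17-24 h prior, 75-min 37 °C, 30-min RT dye loading / Detection: Fluo-8 calcium-sensitive fluorescence / Read-out basis: % inhibition scaled between DMSO and EC80 PEA controls / Repeats: singlicate, one well per test compound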
CHO-K1 Ca ag – nonselective activator or artifact in parental CHO-K1 cells; Fluo-8 calcium fluorescence; scaled to maximal ATP response, vehicle zero; activation, % at 3 µM; 360,000 compounds, 0.48% hits; AID 602248; in the data active means activation above about 15%;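 further: untransfected CHO-K1 host cells lacking M1 receptor as counterscreen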
CHO-K1 Ca antag – counter-screen for M1 antagonists: effect in parental CHO-K1 cells; inhibition, % at 3 µM; 360,000 compounds, 0.6% hits; AID 602250; ATP-induced calcium, Fluo-8 fluorescence;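 active means inhibition above a per-plate cutoff, the plate's mean sample inhibition plus 3 SD, cut at about 24% in these data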;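 further: 0% = DMSO plus EC80 ATP and 100% = DMSO alone without ATP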
M1 ag – agonists of human M1 muscarinic receptor | AID 588814 | P11229 | CHO-K1 hM1, Fluo-8 calcium fluorescence, agonist mode; 0% DMSO, 100% acetylcholine EC100 | 360,000 compounds, 0.33% hits | activation, % at 3 µM;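 active means activation above the run's mean compound activation plus 3 SD, cut at about 16% in these data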;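 further: peak over basal fluorescence ratio within a 140 s kinetic read after compound addition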
* hit, by the source's call; nt = no result given. Rows were taken by chance; 4.4% or so of the library scored in one or more.

SMILES	M1 antag	TAAR1 ag	M1 PAM	M1 PAM parental	CHO parental Ca	TAAR1 antagonist	CHO-K1 Ca ag	CHO-K1 Ca antag	M1 ag
O=S(=O)(CCc1nc2ccccc2o1)c1ccc(Cl)c(Cl)c1	-11	4	10	13	-19	-14	-0.1	-9	-3
CC(C)C(=O)NCCc1nc2ccccc2n1CCCOc1ccc(Cl)cc1	14	10	-17	5	-24	26	2.6	4	-5
CC(=O)N1CCN(S(=O)(=O)c2cccc(C(=O)Nc3ccc(C)cn3)c2)CC1	-17	3	10	-5	-7	-16	2.4	2	-1
Cc1ccc(NC(=O)c2ccc3c(c2)CCN3S(C)(=O)=O)cc1	3	4	-5	2	nt	9	1.4	-4	-5
COc1ccc(N2CCN(Cc3nc4c(c(=O)n(C)c(=O)n4C)n3Cc3ccccc3C)CC2)cc1	-6	0	2	16	nt	-32	0.7	-7	-5
COc1ccccc1-c1ccc(SCc2ccc(F)cc2)nn1	5	8	2	11	-9	-10	-0.8	-7	-3
COc1ccc(C2CC(=O)N3CN(Cc4ccco4)CSC3=C2C#N)cc1 (stereo not given)	-1	16	7	19	-11	3	0.3	-1	-6
COc1cccc(CN(C)C(=O)c2ccc(NC(=O)CC3SC(N4CCCC4)=NC3=O)cc2)c1OC (stereo not given)	6	-1	-2	5	-13	-14	0.1	-3	-3
CN(CC(=O)Nc1cccc(F)c1)C(=O)c1ccc2c(c1)S(=O)(=O)N=C1CCCCCN12	-10	2	5	-14	-14	2	0.2	17	-5
CCc1ccc(NC(=O)CC2C(=O)N(c3ccc(OC)cc3)C(=O)N2CCOC)cc1 (stereo not given)	-1	0	-1	-1	nt	0	0.0	7	-4
CC(C)(C)S(=O)N1Cc2cn(Cc3ccccc3)c(=O)cc2[C@@H]1CCO (stereo not given in full)	-10	2	16	-9	nt	0	-0.2	3	3
CCn1c(CN2CCN(c3ccc(Cl)cc3)CC2)nc2ccccc21	-1	11	-6	-3	-25	-3	-0.2	9	-7
CSc1nc2n(n1)C(c1cc(Br)ccc1F)C(C(=O)N(C)C)=C(C)N2 (stereo not given)	-12	4	11	24	-21	20	1.6	-10	-6
O=C(/C=C/c1ccc([N+](=O)[O-])cc1)NCCSc1ccccc1	-9	6	2	16	-14	-8	7.1	-16	-5
Cc1ncsc1CCC(=O)N1CCCC(Nc2ccc(F)c(F)c2)C1 (stereo not given)	7	-1	-4	-3	-6	-17	0.5	-8	-5
COc1cccc(NC(=O)COc2cccc3c2CCNC3=O)c1	-12	2	7	10	-5	9	1.5	-9	-2
N=c1sccn1CC(=O)N1CCc2ccccc21	-11	9	10	12	2	7	0.5	0	-3
Cc1nc2c(ccc3nc(NC(=O)c4ccc(S(=O)(=O)N(C)C)cc4)sc32)s1	0	13	3	14	-3	-3	0.2	-7	-5
CC(C)(C)OC(=O)[C@H](Cc1ccccc1)NC(=O)c1[nH]cnc1C(=O)Nc1ccccc1F	2	3	-1	2	nt	22	5.3	6	-1
Cc1oc2ccc(OCc3ccccc3F)cc2c1C(=O)O	-2	8	10	-2	-5	9	0.2	-6	-1
CN(CC(=O)Nc1ccccc1Cl)C(=O)Cn1cc(C(F)(F)F)ccc1=O	1	-2	5	5	-2	12	0.1	0	-2
O=C(CSc1nnc2scc(-c3ccccc3)n12)Nc1nsc(-c2ccc(Cl)cc2)n1	-16	0	5	16	-13	-16	0.3	-6	-3
Cc1ccc2nc(NC(=O)CCNS(=O)(=O)c3cccs3)sc2c1	2	9	4	21	2	9	5.3	-6	1
CC1C(=O)N(Cc2ccc(F)cc2)c2ccccc2N1C(=O)c1c(F)cccc1F (stereo not given)	2	6	-3	0	9	25	4.9	-8	-5
CC1(c2ccccc2)NC(=O)N(CC(=O)Nc2ccccc2C(=O)N2CCCCC2)C1=O (stereo not given)	16	2	-3	6	-3	8	-0.6	9	1

Nothing new here: three of the compounds above.
SMILES	M1 antag	TAAR1 ag	M1 PAM	M1 PAM parental	CHO parental Ca	TAAR1 antagonist	CHO-K1 Ca ag	CHO-K1 Ca antag	M1 ag
O=S(=O)(CCc1nc2ccccc2o1)c1ccc(Cl)c(Cl)c1	-11	4	10	13	-19	-14	-0.1	-9	-3
CC(C)C(=O)NCCc1nc2ccccc2n1CCCOc1ccc(Cl)cc1	14	10	-17	5	-24	26	2.6	4	-5
CC(=O)N1CCN(S(=O)(=O)c2cccc(C(=O)Nc3ccc(C)cn3)c2)CC1	-17	3	10	-5	-7	-16	2.4	2	-1

Continuation:
SMILES	M1 antag	TAAR1 ag	M1 PAM	M1 PAM parental	CHO parental Ca	TAAR1 antagonist	CHO-K1 Ca ag	CHO-K1 Ca antag	M1 ag
CN1CCN(/N=C/c2ccc(Br)cc2)CC1	-15	5	11	-4	-10	-19	2.0	-3	-6
CCc1cccc(NC(=O)CN2C(=O)NC3(CCCCCCC3)C2=O)c1	-3	5	6	11	-13	-7	1.6	-24	3
CCN(C(=O)CSc1nnc(COc2ccccc2F)n1N)C1CCS(=O)(=O)C1 (stereo not given)	4	1	1	0	-2	-10	0.4	-1	-5
CC(C)(C)c1ccc(C(=O)NCC(=O)OCN2C(=O)c3ccccc3C2=O)cc1	-3	8	6	23	4	9	3.6	-6	-4
CS(=O)(=O)c1ccc(-c2cccc(NC(=O)c3ccc4c(c3)OCO4)c2)nn1	-17	1	10	21	nt	-9	0.6	-10	-3
COc1ccc(CN(C)Cc2nc3cc(OC)c(OC)cc3c(=O)[nH]2)c(OC)c1	-2	1	10	-10	1	-29	0.6	10	-4
CCn1c(SCC(=O)NC(=O)NCc2ccco2)nc2sc(C)c(C)c2c1=O	-13	-6	11	11	1	6	0.0	-14	-3
Cc1ccc(NC(=O)Cc2cn3ccsc3n2)nc1	-7	5	4	8	-7	0	-0.3	-6	-3
Cc1cccc(CCNS(=O)(=O)c2cnc[nH]2)c1	-22	5	6	18	-1	-5	0.8	-7	-2
Cc1ccc2cccc(Oc3cnccn3)c2n1	-15	13	12	-4	-8	-3	0.2	0	-3
COc1ccc(CCNC(=O)CCSc2nc(-c3ccco3)cc(C(F)(F)F)n2)cc1OC	-33	6	2	11	-23	-12	1.6	-2	-7
CC(C)(C)SCCNC(=O)CN(c1ccccc1)S(=O)(=O)c1ccccc1	-12	1	9	8	-26	-2	0.8	-2	-8
NC(=O)c1ccc(-n2nnnc2Oc2ccc(Br)cc2)cc1	4	5	-1	2	14	2	0.1	1	-3
Cc1cccc(N(C)S(=O)(=O)c2nnc(NC(=O)c3ccco3)s2)c1	13	-1	-2	8	-4	-36	4.8	7	-2
O=C(Nc1ccccc1C(=O)NCc1cccnc1)c1ccccc1Cl	7	7	-2	-17	-21	-3	1.0	4	0
CC(=O)Nc1cc(-c2cccc(CO)c2)cn2c(-c3ccc(C(C)=O)cc3)cnc12	-2	3	-7	3	nt	-7	2.0	-2	-5
O=C(NCCc1ccccc1)C1CCN(C(=O)c2ccc(F)cc2)CC1	-8	2	-5	0	-3	7	0.6	-10	0
CCCN1C(=O)/C(=C\c2nc3ccccc3c(=O)[nH]2)c2ccccc21	-5	1	15	20	nt	13	0.6	-15	-3
Cn1c(N)c(C(=O)COC(=O)/C=C/c2cccc(Br)c2)c(=O)n(C)c1=O	6	37	-3	-1	-12	-7	3.2	-11	-4
O=C(O)CCC/C=C\C[C@@H]1[C@@H](/C=C/[C@@H](O)COc2cccc(Cl)c2)[C@H](O)C[C@@H]1O	-3	3	-17	17	-8	-4	-0.3	1	-1
CCOC(=O)C1CCN(C(=O)COC(=O)c2nc3nc(C)cc(C)n3n2)CC1	-11	10	9	-6	-6	-23	0.7	8	1
NC(=S)Nc1ccc2c(c1)OCO2	-11	0	11	16	-11	9	1.3	-11	-6
CCOC(=O)N1CCN(C(=O)c2cn(C)c3ccc(S(=O)(=O)N(CC)CC)cc3c2=O)CC1	-11	4	13	12	0	-9	0.4	-17	-2
C[C@@H](O)C1NC(=O)[C@H](CCCCN)NC(=O)c2cc([N+](=O)[O-])cc(F)c2NCCCC[C@@H](C(N)=O)NC1=O (stereo not given in full)	-5	nt	3	1	-7	nt	0.5	-20	-4
Cc1cccc(C)c1C(O)c1ncc(-c2cccc3ccccc23)[nH]1 (stereo not given)	-11	2	-1	22	nt	16	1.3	-19	-7

(more compounds)
SMILES	M1 antag	TAAR1 ag	M1 PAM	M1 PAM parental	CHO parental Ca	TAAR1 antagonist	CHO-K1 Ca ag	CHO-K1 Ca antag	M1 ag
Cc1c(NC(=O)c2ccc(S(=O)(=O)N(C)C)cc2)cccc1-n1cnnn1	5	14	0	10	4	-8	0.6	-9	-7
O=C(NCC1CC1)c1cccc2c(-c3ccc(F)c(F)c3)coc12	-16	-1	6	21	nt	-3	-0.5	-17	-6
C=CCNC(=O)c1ccccc1NC(=O)COc1ccc(OC)cc1	-5	4	-1	10	-3	13	3.1	-4	-7
O=C(COC(=O)CNC(=O)c1ccc(Cl)c([N+](=O)[O-])c1)NC(=O)CN1CCCC1=O	-3	0	8	-5	-17	4	0.7	-7	1
CCc1ccccc1NS(=O)(=O)c1c(C(=O)N2CCCCCC2)c(C)n(C)c1C	19	4	-6	-4	-24	-12	0.0	1	-2
CC1CCC(NC(=O)CN(C)S(=O)(=O)c2ccc3c(c2)CCC(=O)N3)CC1 (stereo not given)	-12	4	13	-2	-5	-9	1.1	-8	1
CCc1ccc(NC(=O)Nn2cnnc2)cc1	8	6	-2	-4	4	-19	0.5	8	-3
Cc1ccccc1-c1nc(CS(=O)(=O)CC(=O)NCc2ccco2)c(C)o1	-10	1	4	12	-19	-23	1.9	-12	0
O=C(CN(c1ccc(F)cc1)S(=O)(=O)c1ccccc1)NC1CC2CCC1C2 (stereo not given)	0	-2	8	2	-10	-27	-0.6	-7	-3
COc1ccnc(CN(C)C(=O)C2CCC(=O)N(Cc3cccc(C(F)(F)F)c3)C2)c1 (stereo not given)	-16	0	17	-14	-10	-8	-0.3	7	-1
Cc1cc(C)nc(SCCC(=O)Nc2ccccc2Cl)n1	15	0	-4	-14	-17	-18	0.5	3	-5
CCNC(=O)NC1(C(=O)N2CCC(Cc3ccccc3)CC2)CCCCC1	-17	0	13	19	nt	-7	1.0	-10	-2
CCCCOc1ccc(/C(N)=N/O)cc1	4	10	-5	12	-7	-4	-0.6	-10	-1
Clc1cccc(Cc2c(-c3cccc(Br)c3)nc3c4ccccc4ccn23)c1	nt	2	nt	13	nt	-12	1.5	-31	nt
CC(C)C(c1nnnn1Cc1ccc2c(c1)OCO2)N1CCN(C)CC1 (stereo not given)	-11	5	9	8	-9	-2	0.8	0	-4
NC(=O)C1CCCCc2c1[nH]c1ccc(Cl)cc21 (stereo not given)	-3	3	3	32	nt	8	8.7	-19	2
CSc1ccccc1NC(=O)CN(C)CC(=O)Nc1ccc(Cl)cc1[N+](=O)[O-]	-11	1	9	10	-24	2	4.2	-15	-2
CC(C)CCNc1ncnc2c1nnn2Cc1ccccc1	-16	7	12	15	-13	-13	0.5	-5	0
